Screening data as filed in PubChem.
TRPC6 inh: mouse TRPC6 channel inhibition. Q61143. HEK293-TRPC6, membrane potential dye, ACh-evoked depolarization; hits give low values. B-score at 10 µM. 310,000 compounds, 1.1% hits;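 active = B-score under library mean minus 3 SD, initial fluorescence not abnormally high, positive integrated signal ratio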;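 also: B-score derived from integrated fluorescence ratio over the kinetic read; more negative B-score means stronger inhibition of depolarization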
TRPC4 act: activators of mouse TRPC4 channel | HEK293 TRPC4beta/mu-opioid, Fluo4 calcium fluorescence; hits give high values | 310,000 compounds, 0.49% hits | B-score at 10 µM;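 active = B-score above 5 SD of library B-scores, and initial fluorescence ratio not above library mean plus 5 SD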;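 also: positive B-score marks a calcium rise read as TRPC4 activation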
Target sequence (Q9QUQ5 whole entry, looked up): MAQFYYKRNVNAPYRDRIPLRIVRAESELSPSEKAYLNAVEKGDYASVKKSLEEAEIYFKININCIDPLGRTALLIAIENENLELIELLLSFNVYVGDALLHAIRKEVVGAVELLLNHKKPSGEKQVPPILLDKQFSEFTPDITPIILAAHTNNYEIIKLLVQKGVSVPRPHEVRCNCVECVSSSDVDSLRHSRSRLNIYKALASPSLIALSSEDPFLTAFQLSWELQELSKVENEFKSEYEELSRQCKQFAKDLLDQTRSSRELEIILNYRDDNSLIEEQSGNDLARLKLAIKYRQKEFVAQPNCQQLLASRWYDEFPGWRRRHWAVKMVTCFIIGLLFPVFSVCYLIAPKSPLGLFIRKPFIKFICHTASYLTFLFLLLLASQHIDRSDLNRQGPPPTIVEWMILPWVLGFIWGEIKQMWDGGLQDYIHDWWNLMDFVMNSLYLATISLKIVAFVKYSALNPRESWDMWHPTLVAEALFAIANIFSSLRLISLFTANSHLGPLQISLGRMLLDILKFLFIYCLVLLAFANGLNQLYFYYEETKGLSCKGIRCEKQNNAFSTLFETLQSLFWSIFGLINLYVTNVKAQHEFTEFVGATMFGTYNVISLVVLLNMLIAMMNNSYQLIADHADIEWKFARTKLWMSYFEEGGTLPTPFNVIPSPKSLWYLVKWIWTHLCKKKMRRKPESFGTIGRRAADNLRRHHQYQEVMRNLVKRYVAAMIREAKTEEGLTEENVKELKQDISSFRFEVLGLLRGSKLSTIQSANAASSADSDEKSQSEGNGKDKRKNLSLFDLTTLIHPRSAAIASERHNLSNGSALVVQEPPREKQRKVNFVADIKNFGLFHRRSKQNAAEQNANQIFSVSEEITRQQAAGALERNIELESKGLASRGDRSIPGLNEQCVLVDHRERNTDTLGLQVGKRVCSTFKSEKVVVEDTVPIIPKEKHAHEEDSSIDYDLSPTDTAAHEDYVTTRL
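System: HEK293 cells stably co-expressing mouse TRPC4beta and mu-opioid receptor; Schedule: Fluo4 dye loading 45 min at room temperature, 110 s recording; Detection: Fluo4 fluorescence, kinetic; Evaluation: B-scored integrated calcium fluorescence ratio; Controls: buffer (low) and maximal DAMGO (high).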
TRPC4 potent: allosterically enhances the mouse TRPC4 cation channel. Q9QUQ5. HEK293 TRPC4beta/mu-opioid, DAMGO EC20, Fluo-4 Ca2+ flux; hits give high values. B-score at 10 µM. 310,000 compounds, 0.42% hits. AID 2227;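 active = B-score of calcium response area above 5 SD of library B-scores, with initial fluorescence ratio within 5 SD of library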;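 also: B-score of integrated fluorescence ratio over time as area under calcium response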
MrgX1 ag: agonists of human MrgX1 receptor. B-score at 10 µM. Q96LB2. 310,000 compounds, 0.44% hits. MrgX1-HEK293 cells, Fluo-4 calcium fluorescence, agonist mode; hits give high values. AID 588627;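 active = calcium response B-score plate-corrected fluorescence ratio at least 3 library SD, with starting fluorescence B-score inside 5 SD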
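Material: MrgX1-expressing HEK293 cells / Dosing: compound as first of three additions / Incubation: overnight seeding, then 1 h dark dye loading / Signal: Fluo-4 NW calcium fluorescence / Evaluation: B-scored fluorescence response ratio / Benchmarks: positive and negative control wells on each plate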
TRPC6 activator: activators of mouse TRPC6 channel; Q61143; HEK293-TRPC6 membrane potential dye fluorescence; hits give high values; B-score at 10 µM; 310,000 compounds, 0.13% hits;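 active = B-score of the integrated fluorescence ratio above library mean plus 3 SD, and starting fluorescence ratio within library mean plus 5 SD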;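 also: higher score means more depolarization so channel activation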
MrgX1 antag: blocks BAM8-22 activation of human MrgX1 receptor; B-score at 10 µM; AID 588676; MRGX1-HEK293 calcium flux, Fluo-4, BAM8-22 antagonism; hits give low values; 310,000 compounds, 1.3% hits;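 active = calcium-response B-score plate-corrected more than 3 library SD below zero, starting fluorescence within 5 deviations, no agonist response on first addition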;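 also: peak minus trough fluorescence over baseline after final BAM8-22 challenge near maximal dose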
TRPC4 block: inhibitors of mouse TRPC4 channel. Q9QUQ5. 300,000 compounds, 0.39% hits. HEK293 TRPC4beta/mu-opioid, DAMGO-evoked Fluo4 calcium flux; hits give low values. B-score at 10 µM. AID 2247;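 active = B-score over 3 SD under the library average, no early fluorescence shift, positive overall ratio signal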
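Assay system: Stable TRPC4beta/mu-opioid receptor HEK293 cells | Reagent: DAMGO in two steps, submaximal then maximal | Compound dosing: Single concentration per test compound | Signal: Fluo4 Ca2+ flux fluorescence | Evaluation: Per-well B score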
MrgX1 allo act: allosterically activates human MrgX1 receptor signaling. Q96LB2. MrgX1-HEK293, Fluo-4 calcium flux, FDSS; hits give high values. 310,000 compounds, 0.63% hits. B-score at 10 µM;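 active = plate-corrected calcium response at least 3 library SD above typical, normal starting fluorescence, not activating the receptor alone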;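 also: compound read alongside a low EC10 to EC30 dose of BAM8-22 agonist; peak minus trough fluorescence over baseline measured at the second addition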
ANO1 block: blocks the mouse calcium-activated chloride channel TMEM16A; Q8BHY3; HEK293 TMEM16A/YFP iodide influx fluorescence, ionomycin; normalized B-score (activity score, 25-100; higher = stronger inhibition) at 10 µM; 310,000 compounds, 1.2% hits; AID 588511;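 active = ratio plate-corrected score three or more library SD toward inhibition, starting fluorescence score within five deviations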;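 also: score derived from kinetic fluorescence span divided by baseline fluorescence per well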
SKKanGAS inh: blocks kanamycin growth of S. pyogenes SKKanGAS strain. BacTiter-Glo, 6 h. AID 1662. inhibition, % at 7.5 µM. 300,000 compounds, 1.3% hits;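 active = mean replicate score, as percent of positive control median, at least 50; inconclusive = mean below 50 but one replicate at or above 50; inactive = mean and every replicate below 50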;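 also: strain carries kanamycin resistance gene driven by streptokinase promoter and grows in 40 µg/ml kanamycin; loss of luminescence reflects streptokinase promoter inhibition or plain growth inhibition; 0% = median of DMSO wells and 100% = positive control at its reference dose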
ANO1 activ: activators or potentiators of mouse TMEM16A chloride channel; 340,000 compounds, 0.3% hits; HEK293 TMEM16A/YFP-H148Q/I152L, iodide quench fluorescence; hits give low values; Q8BHY3; B-score at 10 µM; AID 623877;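 active = fluorescence-ratio B-score plate-corrected deviation score at least 3 library SD below zero, with starting fluorescence score within 5 deviations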;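 also: channel opened by trigger with iodide after compound preincubation; score built on the fluorescence ratio of max minus min over baseline; more negative score means more quench and so TMEM16A activation or potentiation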
Starred values were filed as active, the others as inactive; i = inactive; ? = inconclusive; / = not tested or not shown.

compound | MrgX1 allo act | TRPC6 activator | SKKanGAS inh | TRPC4 block | MrgX1 antag | ANO1 block | ANO1 activ | TRPC4 potent | TRPC6 inh | TRPC4 act | MrgX1 ag
COC(=O)CSc1nnc(-c2ccc(OC)c(OC)c2)o1 | i | i | 4.4 | i | i | i | i | i | i | i | i
O=C1C(Cl)=C(N2CCOCC2)C(=O)N1c1cccc(Cl)c1 | i | i | -13.1 | i | i | i | i | i | i | i | i
CCOC(=O)c1ccc2nc(C)c(CC)c(Cl)c2c1 | i | i | 9.6 | i | i | i | i | i | i | i | i
Cc1coc2c1c(C)cc1oc(=O)c(CC(=O)N[C@@H](CC(C)C)C(=O)O)c(C)c12 | i | i | 5.8 | i | i | i | i | i | i | i | i
CN(C)/C=C(\C(=O)c1ccccc1)c1nnnn1-c1ccccc1 | i | i | 0.7 | i | i | i | i | i | i | i | i
CCCn1c(SCC(=O)Nc2ccccc2Oc2ccccc2)n[nH]c1=O | i | i | -0.2 | i | i | i | i | i | i | i | i
CN1C(=O)/C(=C/c2ccc3c(c2)OCO3)N=C1c1ccccc1 | i | i | -6.0 | i | i | i | i | i | i | i | i
O=C(NC1CCCCC1)N1CCC(c2nc3ccc(Cl)cc3[nH]2)CC1 | i | i | -10.5 | i | i | i | i | i | i | i | i
COc1ccc(NC(=O)c2cc(-c3cccs3)on2)cc1 | i | i | -2.4 | i | i | i | i | i | i | i | i
CC1=C(C(=O)OC(C)(C)C)C(c2cccc3ccccc23)NC(=O)N1 (centres undefined) | i | i | -2.4 | i | i | i | / | i | i | i | i
COc1ccc2nc(NC(=O)c3ccccc3F)sc2c1 | i | i | 8.5 | i | i | i | i | i | i | i | i
COc1ccc(CC(=O)Oc2ccc(F)cc2)cc1 | i | i | 1.0 | i | i | i | i | i | i | i | i
CCOC(=O)c1ccc(NC(=O)CNC(=O)c2ccccc2)cc1 | i | i | 4.4 | i | i | i | i | i | i | i | i
CCC(CC)C(=O)Nc1ccc(-c2cn3cccnc3n2)cc1 | i | i | -4.6 | i | i | i | i | i | i | i | i
OCC(CO)(CO)NCC(O)CN1c2ccccc2Sc2ccccc21 (centres undefined) | i | i | 0.0 | i | i | i | i | i | i | i | i
CC(C)n1c(-c2ccccc2F)n[nH]c1=S | i | i | 0.8 | i | i | i | i | i | i | i | i
O=C1C2C3C=CC(C3)C2C(=O)N1c1cccc2ccccc12 (centres undefined) | i | i | -5.4 | i | i | i | i | i | i | i | i
Cc1ccc(-n2cc(CN3CCCN(C=O)CC3)c(-c3ccc(F)cc3)n2)cc1 | 10.6* | i | 2.6 | i | i | i | i | i | i | i | i
CCCc1cc(=O)oc2cc(OCc3cc(OC)c(OC)c(OC)c3)c(Cl)cc12 | i | i | -0.7 | i | i | i | i | i | i | i | i
O=C(N/N=C\c1cccc(Cl)c1)c1n[nH]c2c1CCCC2 | i | i | -16.1 | i | i | i | i | i | i | i | i
COc1cc(C)ccc1OCc1cc(C(=O)N2CCCCCCC2)no1 | i | i | 4.8 | i | i | i | i | i | i | i | i
CCCN1CCN(CCCNC(=O)c2cc3c(s2)-c2ccccc2OC3)CC1 | i | i | -4.4 | i | i | i | i | i | i | i | i
O=C(COC(=O)c1ccc(N2CCOCC2)c([N+](=O)[O-])c1)Nc1ccc2c(c1)OCO2 | i | i | -0.8 | i | i | i | i | i | i | i | i
CCC1(C)Cc2ccccc2C(=S)N1 (centres undefined) | i | i | 2.1 | i | i | i | i | i | i | i | i
O=C(CCNC(=O)c1ccccc1Cl)N/N=C\c1ccc(O)cc1 | i | i | -0.4 | i | i | i | i | i | i | i | i
CCOC(=O)c1ccc(NC(=O)Cn2cccc2)cc1 | i | i | 6.9 | i | i | i | i | i | i | i | i
CCCNS(=O)(=O)c1ccc(OCC(=O)Nc2ccc3c(c2)OCO3)cc1 | i | i | -1.4 | i | i | i | i | i | i | i | i
COc1cccc(OCCOCCNCCO)c1 | i | i | 0.2 | i | i | i | / | i | i | 89* | i
COc1ccc(C2C(C#N)=C(/N=C/N3CCOCC3)OC3=C2C(=O)CC(C)(C)C3)cc1OC (centres undefined) | i | i | -5.4 | i | i | i | i | i | i | i | i
COc1ccc(-n2c(N)c(C(=O)NCC3CCCO3)c3nc4ccccc4nc32)c(OC)c1 (centres undefined) | i | i | 8.9 | i | i | i | i | i | i | i | i
COC(=O)c1ccc2nc(C)cc(Nc3ccc(N(C)C)cc3)c2c1 | i | i | -2.7 | i | i | i | i | i | i | i | i
COc1cccc(CNC(=O)CCC2CCCN(C(=O)CCc3c(C)noc3C)C2)c1 (centres undefined) | i | i | 0.8 | i | i | i | i | i | i | i | i
CC(=O)Nc1cccc(OCC(=O)NC(C)C(C)C)c1 (centres undefined) | i | i | -3.8 | i | i | i | i | i | i | i | i
Cc1ccccc1NC(=O)Cn1c(=O)oc2ccccc21 | i | i | -1.4 | i | i | i | i | i | i | i | i
CC1CN(c2cc(=O)n(Cc3ccc(F)cc3)c(=O)[nH]2)CC(C)O1 (centres undefined) | i | i | 2.3 | i | i | i | i | i | i | i | i
CCOC(=O)c1sc(NS(=O)(=O)c2ccccc2)nc1C | i | i | -3.4 | i | i | i | i | i | i | i | i
O=C(O)c1ccc(/C=N/n2c(C3CCCCC3)n[nH]c2=S)cc1 | i | i | 6.7 | i | i | i | i | i | i | i | i
C=C(C)CNC(=S)NNC(=O)c1ccc(Br)cc1 | i | i | -5.2 | i | i | i | i | i | i | i | i
CSc1nnnn1-c1c(C)cccc1C | i | i | 8.0 | i | i | i | i | i | i | i | i
O=C(COC(=O)c1cn(-c2ccccc2)nc1-c1cccnc1)NC1CC1 | i | i | 9.2 | i | i | i | i | i | i | i | i
COc1ccccc1N1CCN(CC(=O)Nc2ccc3c(c2)OCCO3)CC1 | i | i | -0.6 | i | i | i | i | i | i | i | i
O=C(/C=C/c1ccco1)Nc1cc(Cl)ccc1C(=O)O | i | i | 9.1 | i | i | i | i | i | i | i | i
O=C(NCC1(N2CCOCC2)CCCCC1)c1ccc(S(=O)(=O)Nc2ccccc2F)cc1 | i | i | -2.0 | i | i | i | i | i | i | i | i
CC(C)c1ccc(N2CCN(C(=O)c3ccccc3NC(=O)/C=C(\C(=O)O)c3ccccc3)CC2)cc1 | / | i | 8.4 | i | / | / | / | i | i | i | /
CCOc1ccc(N)cc1OC | i | i | 2.1 | i | i | i | i | i | i | i | i
Cc1cc(C)c(C)c(S(=O)(=O)N[C@@H](C)C(=O)OC(C)C(=O)NC(N)=O)c1C (some centres undefined) | i | i | -2.5 | i | i | i | i | i | i | i | i
COc1ccc(C)cc1NC(=O)CN1C(=O)c2ccccc2S1(=O)=O | i | i | 2.6 | i | i | i | i | i | i | i | i
COc1ccc(Cc2nnc(NC(=O)CSc3ccccc3)s2)cc1 | i | i | -2.9 | i | i | i | i | i | i | i | i
COc1ccc(C(C)(C)C)cc1NC(=O)c1ccc2c(c1)SC1=NS(=O)(=O)CCN12 | i | i | 4.2 | i | i | i | i | i | i | i | i
NC(=O)c1ccc[n+](CC(=O)Nc2ccccc2C(=O)O)c1 | i | i | -1.7 | i | i | i | i | i | i | i | i
Cc1nccc(-c2ccc(-n3cnc4ccccc43)cc2)n1 | i | i | -4.8 | i | i | i | i | i | i | i | i
O=C(Oc1cccc(/C=N/Nc2nc(Nc3ccccc3)nc(N3CCOCC3)n2)c1)c1ccco1 | i | i | ? | i | i | i | i | i | i | i | i
CCO[C@@H]1OC(C(=O)N2CCCCCCC2)=C[C@H](c2csc3ccccc23)[C@H]1CCCO | i | i | 8.5 | i | i | i | i | i | i | i | i
CCC(Sc1nc(=O)cc(N)n1-c1cccc(C)c1)C(=O)Nc1cc(C)on1 (centres undefined) | i | i | 19.7 | i | i | i | i | i | i | i | i
CC1(C)Cc2c(sc(NC(=O)c3ccc(C(=O)c4ccccc4)cc3)c2C(N)=O)C(C)(C)N1 | i | i | ? | i | i | i | i | i | i | i | i
O=C(N/N=C/c1ccncc1)c1sc2ccccc2c1Cl | i | i | -6.3 | i | i | i | i | i | i | i | i

Later entries
compound | MrgX1 allo act | TRPC6 activator | SKKanGAS inh | TRPC4 block | MrgX1 antag | ANO1 block | ANO1 activ | TRPC4 potent | TRPC6 inh | TRPC4 act | MrgX1 ag
Cc1ccc(C)c(C(C)NC(=O)c2ccccc2Br)c1 (centres undefined) | i | i | 2.2 | i | i | i | i | i | i | i | i
COc1cc(OC)nc(NC(=O)NS(=O)(=O)c2ccc(F)cc2)n1 | i | i | 8.8 | i | i | i | i | i | i | i | i
O=C(O)c1cccc(NC(CNS(=O)(=O)c2ccc(Cl)cc2)c2ccccc2)c1 (centres undefined) | i | i | 9.5 | i | i | i | i | i | i | i | i
CCOC(=O)N1CCN(C(=O)CSCc2ccccc2C)CC1 | i | i | -5.1 | i | i | i | i | i | i | i | i
COc1ccc(OC)c(NC(=O)c2ccc(CSc3ncccn3)cc2)c1 | i | i | -19.0 | i | i | i | i | i | i | i | i
CCOC(=O)N1CCN(Cc2nc3cc(NC(=O)CC)ccc3n2CC)CC1 | i | i | -2.8 | i | i | i | i | i | i | i | i
NS(=O)(=O)c1ccc(CNC(=O)Cc2c(F)cccc2Cl)cc1 | i | i | -3.0 | i | i | i | i | i | i | i | i
Oc1c(/C=N/c2ncn[nH]2)ccc2ccccc12 | i | i | 8.2 | i | i | i | i | i | i | i | i
Clc1ccc(Oc2cnns2)cc1Cl | i | i | 9.7 | i | i | i | i | i | i | i | i
Cc1cc(NC(=O)CSc2nc(-c3cccs3)cc(C(F)(F)F)n2)no1 | i | i | -17.5 | i | i | i | i | i | i | i | i
